697 NFkB inh: inhibitors of the PMA/ionomycin-induced NF-kB reporter in 697 B cells | 697 B-cell NF-kB luciferase reporter, 16 h | inhibition, % at 4 µM | 330,000 tested, 0.33% active | AID 435022; in the data active = inhibition above about 35%
EBI2 antag: blocks human EBI2 receptor beta-arrestin signaling. 360,000 tested, 0.81% active. EBI2 beta-arrestin recruitment, luminescence, 7a,25-OHC stimulated. P32249. AID 651636. inhibition, % at 5 µM; in the data active = inhibition above about 38%;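 note: enzyme fragment complementation signal reports receptor beta-arrestin coupling in cells; 0% = agonist plus DMSO wells and 100% = wells without agonist; some results beyond the cut were filed as inactive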
Target sequence (P32249 whole entry, looked up, the tested form may be a part): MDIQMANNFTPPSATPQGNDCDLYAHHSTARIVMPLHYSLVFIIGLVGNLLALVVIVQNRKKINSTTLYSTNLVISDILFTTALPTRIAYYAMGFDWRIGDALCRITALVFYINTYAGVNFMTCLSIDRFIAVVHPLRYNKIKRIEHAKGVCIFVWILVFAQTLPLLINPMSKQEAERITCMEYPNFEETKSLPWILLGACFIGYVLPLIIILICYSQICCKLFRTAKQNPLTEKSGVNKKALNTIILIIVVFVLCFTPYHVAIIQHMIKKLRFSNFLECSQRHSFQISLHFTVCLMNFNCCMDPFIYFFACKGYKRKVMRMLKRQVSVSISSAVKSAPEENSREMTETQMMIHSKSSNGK
Mdm2-MdmX inh: disrupts the human Mdm2-MdmX interaction; inhibition, % at 8 µM; SaOS-2 split-luciferase Mdm2/MdmX complementation, luminescence; O15151+Q00987; AID 485346; 330,000 tested, 3% active;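 active = inhibition of at least 50% at 8 µM in the primary screen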
UPR CHOP act: apoptotic UPR (CHOP) activation | CHO-CHOP luciferase reporter, luminescence; percent of tunicamycin response over DMSO baseline | activation, % at 10 µM | 330,000 tested, 0.34% active;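 active = at 10 µM dose, activation of 40% or more, normalized to positive control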;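 note: 100% = tunicamycin at 10 µg/mL and 0% = DMSO alone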
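Material: CHO-CHOP cells, stable luciferase reporter of PERK-eIF2a-CHOP signalling; quantity: 500 reporter cells seeded per well; buffer or medium: F12 medium containing 10% fetal bovine serum; compound: one dose, 10 µM in 0.5% DMSO; incubation: 6 h compound treatment, 37 °C; measured by: Steady-Glo luciferase luminescence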
UPR XBP1 act: adaptive UPR (XBP1) activation | CHO-XBP1 luciferase reporter, IRE1-XBP1 UPR activation, luminescence; percent of tunicamycin response, DMSO as zero | activation, % at 20 µM | 330,000 tested, 0.33% active;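 active = versus positive control, 20 µM dose yields 30% or more activation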;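 note: 100% = tunicamycin at 10 µg/mL and 0% = DMSO only wells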
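incubation = overnight seeding at 37 °C, 6 h compound treatment at 37 °C | assay system = CHO-XBP1 cells stably carrying IRE1-XBP1-driven luciferase reporter | input = 1000 cells per well | detection = luciferase luminescence | dosing = single point, 20 µM final compound, 1% DMSO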
Gli-Sufu block: Gli-Sufu pathway antagonism | Sufu-KO-LIGHT fibroblasts, Gli luciferase reporter luminescence | inhibition, % at 5 µM | 340,000 tested, 0.74% active;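 active = inhibition above about 55%, limit read from the data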;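 note: 0% = DMSO-treated cells and 100% = wells with medium but no cells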
CXCR6 inh: inhibitors of human CXCR6 receptor | O00574 | CHO-K1 PathHunter CXCR6 beta-arrestin, luminescence | inhibition, % at 20 µM | 360,000 tested, 0.36% active | AID 602244; in the data active = inhibition above about 34%, passing the limit was not always enough;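 note: antagonist mode with CXCL16 agonist at 10 nM final; 0% = 10 nM CXCL16 with DMSO and 100% = unstimulated wells without agonist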
Target sequence (O00574 whole entry, looked up): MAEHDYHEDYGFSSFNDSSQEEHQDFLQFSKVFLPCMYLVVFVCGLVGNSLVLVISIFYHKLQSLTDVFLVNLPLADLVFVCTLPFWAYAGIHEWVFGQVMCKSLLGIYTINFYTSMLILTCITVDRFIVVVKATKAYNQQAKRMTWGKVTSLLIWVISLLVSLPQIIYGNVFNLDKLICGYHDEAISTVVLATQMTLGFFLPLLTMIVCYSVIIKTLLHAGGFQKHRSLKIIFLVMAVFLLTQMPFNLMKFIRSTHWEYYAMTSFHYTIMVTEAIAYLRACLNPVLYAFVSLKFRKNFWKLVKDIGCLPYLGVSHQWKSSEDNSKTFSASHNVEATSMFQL
Jurkat NFkB inh: inhibitors of the PMA/ionomycin-induced NF-kB reporter in Jurkat cells. PMA/ionomycin-induced NF-kB luciferase reporter, luminescence. inhibition, % at 4 µM. 330,000 tested, 0.53% active. AID 435003; in the data active = inhibition above about 50%
CCR6 antag: blocks CCL20-driven beta-arrestin recruitment at human CCR6; P51684; CHO-K1 CCR6 PathHunter beta-arrestin, luminescence, CCL20-stimulated; inhibition, % at 20 µM; 340,000 tested, 0.49% active; AID 493098;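 active = compounds whose inhibition of the agonist-driven luminescence signal at 20 µM reaches about 50%, limit read from the data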;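 note: cells stimulated with CCL20 at 14 nM final; plate controls were DMSO with CCL20 for no effect and DMSO without agonist for full effect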
Target sequence (P51684 whole entry, looked up): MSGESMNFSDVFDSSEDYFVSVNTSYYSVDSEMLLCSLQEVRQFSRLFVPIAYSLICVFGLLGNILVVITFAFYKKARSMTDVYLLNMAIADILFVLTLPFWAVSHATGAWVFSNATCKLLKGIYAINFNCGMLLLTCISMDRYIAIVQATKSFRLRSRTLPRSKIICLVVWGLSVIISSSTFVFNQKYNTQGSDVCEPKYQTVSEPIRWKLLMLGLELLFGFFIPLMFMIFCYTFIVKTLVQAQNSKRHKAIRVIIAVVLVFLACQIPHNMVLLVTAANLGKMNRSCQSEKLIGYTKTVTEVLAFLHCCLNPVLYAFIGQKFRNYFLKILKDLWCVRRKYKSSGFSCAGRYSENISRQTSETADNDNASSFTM
Starred values were filed as active, the others as inactive; . = not tested or not shown; & = joins results of further samples.

SMILES	697 NFkB inh	EBI2 antag	Mdm2-MdmX inh	UPR CHOP act	UPR XBP1 act	Gli-Sufu block	CXCR6 inh	Jurkat NFkB inh	CCR6 antag
O=C(NCCCN1CCCC1=O)C1CCN(S(=O)(=O)c2ccccc2)CC1	21	-8	-6	0.3	-4	3	2	12	7
C#CCOCCOCCOCCNc1nc(N2CCN(C(=O)[C@H]([C@@H](C)O)n3cc(CCCCN)nn3)CC2)nc(N2CCN(C(=O)[C@H](CCCCN)n3cc(CCC(=O)O)nn3)CC2)n1	15	-6	4	-0.1	-3	3	2	-7	0
COC(=O)C(=NNc1c(C)n(C)n(-c2ccccc2)c1=O)C(=O)OC	-10	-1	-27	-0.9	-1	-7	4	-3	-11
Cc1ccc(NC(=O)CSc2ccccc2NC(=O)c2ccccc2)cc1Cl	-16	23	0	3.0	4	-8	-5	-21	14
N#C/C(=C\Nc1ccc(F)c(Cl)c1)S(=O)(=O)c1ccccn1	12	-6	21	0.3	2	-5	2	7	9
Cc1cc(C(=O)COc2cccc(-n3cnnn3)c2)c(C)n1-c1ccccc1	-49	12	-6	1.7	3	-2	-23	9	-4
NS(=O)(=O)c1ccc(NC(=O)COC(=O)CCC2CCCCC2)cc1	12	-13	11	0.1	-4	-6	-2	-1	8
CCCCN(CC)CCCNC(=O)c1csc2c1CCCCC2	-26	-16	19	11	1	15	10	-3	3
O=C(Nc1nnc(-c2ccco2)o1)c1cccc(N2C(=O)CCC2=O)c1	-4	5	6	1.4	-3	-6	-5	-29	9
COc1ccc(C(=O)/C(=C\N(C)C)n2nc(C)cc2C)cc1	2	-4	-11	3.3	-2	26	0	-4	0
CC(C)CC(C(=O)O)N(Cc1ccccc1)Cc1ccccc1 (configuration not stated)	6	-11	24	-0.3	-3	0	1	-1	18
COc1ccc(NC(=S)N2CCC(NC(=O)C3CCCCC3)CC2)cc1	19	-4	19	0.5	-1	-3	-2	14	7
O=C(NCCCN1CCCC1=O)C1CCN(S(=O)(=O)c2cc(C(F)(F)F)ccc2Cl)CC1	10	1	-12	0.4	-3	-3	5	4	9
CN(C)S(=O)(=O)c1ccc(NCC2COc3ccccc3O2)c([N+](=O)[O-])c1 (configuration not stated)	-23	-2	-22	2.0	0	-8	6	-2	27
O=C(O)C1CC(c2ccccc2)=NO1 (configuration not stated)	7	-8	-9	-0.2	1	3	5	1	-1
O=c1c2cc(N3CCOCC3)ccc2[nH]c(=S)n1CC1CCCO1 (configuration not stated)	-32	-14	-1	0.9	-2	-4	0	-8	1
Cn1c(SCc2ccccc2Cl)nc(C(F)(F)F)cc1=O	-12	11	-26	0.6	4	4	-8	-5	4
CC(NC(N)=O)C(=O)Nc1ccc(Cl)c(S(=O)(=O)Nc2ccc(Cl)cc2)c1 (configuration not stated)	1	-4	26	-0.4	-1	-7	-3	5	12
Cc1ccc(OCC(=O)N/N=C/c2ccccc2)c([N+](=O)[O-])c1	.	6	.	.	.	-5	-2	.	11
O=c1oc2ccccc2cc1-c1cn2ccccc2n1	-144	12	76*	-8.8	-10	-15	5	-17	-3
Cn1c(=O)c2c(nc(N3CCNCC3)n2Cc2cccc3ccccc23)n(C)c1=O	-32	35	-17	-2.1	-1	21	47*	-17	62*
CC(Sc1nc(-c2ccccc2)cc(C(F)(F)F)n1)C(=O)O (configuration not stated)	19	-6	19	-0.5	-4	-2	3	4	12
CCOC(=O)c1ccc(N=C2SC(C(=O)NC)CC(=O)N2CCc2ccccc2)cc1 (configuration not stated)	0	-15	32	-0.9	-2	-1	1	-5	15
O=C(/C=C/c1cccc([N+](=O)[O-])c1)Nc1ccccn1	-34	3	40	7.6	17	-46	-5	-57	5
O=C(Nc1ccccn1)c1ccc(S(=O)(=O)N2CCCC2)cc1	9	0	-11	2.3	3	1	-2	-19	7
CC(Sc1nc2cc([N+](=O)[O-])ccc2n1-c1ccc(F)cc1)C(=O)NCc1ccc2c(c1)OCO2 (configuration not stated)	-15	54*	45	0.3	0	13	24	11	29
CCOC(=O)c1c(C(=O)OCC)c(C)n(CCc2ccc(OC)c(OC)c2)c1C	5	5	-9	-1.0	0	-5	10	-3	8
CC(C)CN(C(=O)CSc1nncn1C)C1CCS(=O)(=O)C1 (configuration not stated)	13	-16	19	-2.2	-3	-7	1	-4	13
CCCCCC(=O)NNC(=O)c1ccc(F)cc1	26	-12	2	-0.6	-1	-7	0	4	-1
CCC1=Nc2cc(C(=O)NCCCOC)ccc2Sc2ccccc21	5	-6	48	0.3	5	16	1	46	-2

Full records from above. Screens in order: 697 NFkB inh	EBI2 antag	Mdm2-MdmX inh	UPR CHOP act	UPR XBP1 act	Gli-Sufu block	CXCR6 inh	Jurkat NFkB inh	CCR6 antag
O=C(/C=C/c1cccc([N+](=O)[O-])c1)Nc1ccccn1 reads -34	3	40	7.6	17	-46	-5	-57	5
O=c1c2cc(N3CCOCC3)ccc2[nH]c(=S)n1CC1CCCO1 (configuration not stated) reads -32	-14	-1	0.9	-2	-4	0	-8	1
O=c1oc2ccccc2cc1-c1cn2ccccc2n1 reads -144	12	76*	-8.8	-10	-15	5	-17	-3
Cc1ccc(OCC(=O)N/N=C/c2ccccc2)c([N+](=O)[O-])c1 reads .	6	.	.	.	-5	-2	.	11
CC(C)CN(C(=O)CSc1nncn1C)C1CCS(=O)(=O)C1 (configuration not stated) reads 13	-16	19	-2.2	-3	-7	1	-4	13

(continued)
SMILES	697 NFkB inh	EBI2 antag	Mdm2-MdmX inh	UPR CHOP act	UPR XBP1 act	Gli-Sufu block	CXCR6 inh	Jurkat NFkB inh	CCR6 antag
COc1ccccc1CNC(=O)CCSCc1cccc(Cl)c1	-3	-7	21	1.1	0	12	2	13	-1
CCOC(=O)C1(CC2CCCCO2)CCN(C(=O)Nc2ccc(C)c(C)c2)CC1 (configuration not stated)	-5	22	-4	-0.3	-2	-10	7	-33	5
COc1cc(N)c(Cl)cc1C(=O)OCC(=O)NC1CCCC1	-3	-2	-1	-0.3	1	15	-21	-12	12
N#Cc1ccccc1NC(=O)COc1c(Br)cc(Br)c2cccnc12	2	4	43	36	116*	9	-4	-5	17
Cc1ccc(-c2cc(C(F)F)nc(NCc3cccnc3)n2)cc1	-27	26	-3	3.0	-1	8	8	15	7
Cc1cccc(C)c1NC1=NCCCCC1	17	3	2	1.3	-3	3	-6	-3	-3
COc1ccc(NS(=O)(=O)c2ccc(Cl)c(NC(=O)c3ccccc3F)c2)cc1	-44	3	-15	0.3	1	8	7	0	11
Nc1nc(SCC(=O)NCc2ccccc2)n[nH]1	8	-1	-1	0.7	-3	-3	-4	-2	18
COc1ccc(-c2csc(NC(=O)c3ccccc3OC)c2C(=O)O)cc1OC	2	-3	19	-2.8	-3	-8	-1	-2	-8
CN(C)CCNC(=O)Cc1ccc([N+](=O)[O-])cc1	-1	-3	-25	0.3	-1	-4	0	-8	8
CCOc1cc(/C=C2/C(=N)N3C(=NC2=O)SN=C3S(=O)(=O)C(C)C)ccc1OC(=O)c1ccco1	9	2	34	3.7	0	6	2	4	23
O=C(CC(c1ccco1)S(=O)(=O)c1ccccc1)c1ccccc1 (configuration not stated)	-18	4	12	2.4	4	-37	-2	-6	18
CCOc1ccc(N(CC(=O)Nc2ccccc2C(=O)N2CCOCC2)S(=O)(=O)c2ccc(F)cc2)cc1	9	0	-6	-2.5	-2	8	70*	6	3
O=C(Nc1ccc2oc(-c3ccccc3)nc2c1)c1cccs1	-124	6	-181	8.8	2	-82	-4	-139	0
O=C(O)c1ccc(CNc2ccccc2C(=O)O)cc1	-6	0	16	0.8	0	0	-1	-3	-7
C[C@H](NC(=O)OC(C)(C)C)C(=O)N/N=C/c1ccc2nccnc2c1	-10	6	23	1.2	-1	-8	2	-12	0
CCc1ccc(C(=O)Nn2cnc3ccccc3c2=O)cc1	-19	-4	-54	4.1	-3	7	0	-44	2
CC(=O)NN1C(=O)/C(=C\c2ccccc2)SC1=S	0	-20	-7	1.6	0	-5	4	7	10
Cc1c(NC(=S)N/N=C/c2ccc(N(C)C)cc2)c(=O)n(-c2ccccc2)n1C	-5	2	20	-0.2	1	2	2	17	-6
CC(C)C[C@@H](CN1CCCC1CN1C(=S)NC[C@@H]1Cc1ccc(O)cc1)N1C[C@H](Cc2ccccc2)N(CCc2ccccc2)C1=S (some centres not stated)	.	29	.	.	.	29	11	.	9
Cc1ccc(CCn2c3c(c4ccccc42)CN(C)CC3)cn1	-11	1	-15	1.3	-3	0	-5	-3	11
CCOC(=O)c1c(-c2ccccc2)csc1NC(=O)CSc1nnc(C)s1	-19	7	31	-1.2	0	27	1	20	16
CCN(CC)CCNC(=O)c1ccc(NC(C)=O)cc1	6	-8&2	-10	2.7	-4	-5&-7	-2&5	4	-3&2
Cc1nc2nc(C)c(CCC(=O)Nc3ccc4c(c3)OCO4)c(C)n2n1	8	-11	0	0.7	0	1	2	-4	-3
COc1ccc(S(=O)(=O)NC2CC(C)(C)NC(C)(C)C2)cc1C(C)C	2	4	26	0.5	0	51	0	-1	26
O=C(COC(=O)c1ccc(O)cc1)Nc1ccccc1-c1ccccc1	-3	12	23	-0.8	0	2	-2	8	10
C=CCN(c1nc(C)cc(OC)n1)S(=O)(=O)c1ccccc1	-8	2	10	0.1	-1	10	2	-3	19
COC(=O)[C@H](CCSC)NC(=O)NCc1ccccn1	7	-10	-18	0.6	-1	-4	2	-10	-2
COc1ccccc1CNC(=O)Cn1nnnc1CN(C)C(C)C	-10	2	16	2.6	0	9	2	0	15
COc1ccc(NC(=O)CN2CCN(Cc3ccccc3)CC2)cc1	6	0	25	0.9	-6	15	-1	0	11
CC(C)[C@H](Nc1nc(-c2ccccc2)nc2c1oc1ccccc12)C(=O)O	13	8	-10	-0.5	-3	19	0	4	15
COc1cccc(COC(=O)C2CCN(S(=O)(=O)c3ccc(C)cc3C)CC2)c1OC	18	16	18	-0.7	-3	-8	-11	-4	16
COc1ccccc1NCC(=O)NNC(C)C(=O)Nc1cccc(Cl)c1 (configuration not stated)	11	3	19	0.2	9	2	1	-3	12
CC(Nc1cc(N2CCCC2)ccc1[N+](=O)[O-])c1ccccc1 (configuration not stated)	-33	33	26	1.8	0	8	23	11	35
CCN1C(=O)/C(=C\c2ccc(F)cc2)N=C1SCC(=O)NCc1ccco1	0	-1	29	6.4	-2	2	-9	17	6
Cc1ccc(S(=O)(=O)N(OCc2ccccc2)C(C)C(=O)O)cc1 (configuration not stated)	4	-12	24	-1.3	0	-2	2	-8	-4
CCc1cc(Cn2nc(-c3ccccc3)cc2C(=O)NCc2ccccc2OC)on1	-12	13	9	-0.4	0	0	0	32	17
Fc1ccc(-[n+]2nc(Nc3ccccc3)sc2-c2ccc(OCc3ccccc3)cc2)cc1	-43	2	1	0.5	5	-7	8	-29	1
CC1(c2ccccc2)CC(C)(C)N2C(=O)C(=O)c3cccc1c32 (configuration not stated)	15	8	32	-1.7	0	2	3	0	7
CCn1c(Cc2ccccc2)nnc1SCC(=O)Nc1ccc(C)cc1	1	-5	20	-0.3	-2	.	-1	5	1
CCOC(=O)c1cnc2ccc(C)cc2c1Sc1ccc(F)cc1	-22	8	21	7.9	7	-14	15	-22	24
COc1ccc(OC)c(NC(=O)C2CC(=O)N(CCc3ccccc3)C2)c1 (configuration not stated)	4	0	-1	-0.1	-1	21	6	6	3
